Screens from PubChem.
LEDGF integ inh – blocks HIV-1 LEDGF/p75-dependent DNA integration. inhibition, % at 3.7 µM. AID 743269. TR-FRET IN-LEDGF/p75 DNA integration, Eu/Cy5. actives 0.64% (n = 370,000);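 active = inhibition above the screen-wide mean plus 3 SD, cut at about 13% in these data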;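 also: signal is the Cy5 over europium emission ratio at 671 and 618 nm; 0% = plate median of compound wells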
TCR-CD3 inh – blocks the human TCR-CD3 interaction. TAMRA-labeled TCR probe fluorescence, biochemical. inhibition, % at 9.4 µM. actives 0.37% (n = 360,000); in the data active = inhibition above about 19%;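 also: recombinant mutant TCR 2C K166C tagged with TAMRA read by polarization; 0% = receptor in buffer alone and 100% = receptor with positive control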
UHRF1 MBD2 ctr – UHRF1 methyl-DNA binding inhibition. Q96T88. UHRF1 binding to methylated oligo, TR-FRET. inhibition, % at 4.4 µM. actives 0.75% (n = 370,000); in the data active = inhibition above about 21%;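 also: UHRF1 SRA domain binding a hemimethylated CpG hairpin DNA probe; 0% = median of test compound wells and 100% = reference inhibitor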
HTRA1 inh – HTRA1 (human) protease inhibition | inhibition, % at 5.96 µM | recombinant HTRA1, FP-rhodamine activity-based probe, fluorescence polarization | Q92743 | AID 504803 | actives 0.5% (n = 340,000); in the data active = inhibition above about 36%;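 also: 0% = enzyme with DMSO and 100% = wells lacking enzyme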
NR1D1 modulator – modulates human Rev-erb alpha binding to DNA; Rev-erbα–FITC-DNA binding, fluorescence polarization, 90 min; actives 0.79% (n = 370,000); P20393; activity, % at 10 µM;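 active = activity above about 14%, limit read from the data; passing the limit was not always enough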;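 also: 0% = DMSO wells with 35 nM protein and 100% = DMSO wells with 750 nM protein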
Target sequence (P20393 whole entry, looked up): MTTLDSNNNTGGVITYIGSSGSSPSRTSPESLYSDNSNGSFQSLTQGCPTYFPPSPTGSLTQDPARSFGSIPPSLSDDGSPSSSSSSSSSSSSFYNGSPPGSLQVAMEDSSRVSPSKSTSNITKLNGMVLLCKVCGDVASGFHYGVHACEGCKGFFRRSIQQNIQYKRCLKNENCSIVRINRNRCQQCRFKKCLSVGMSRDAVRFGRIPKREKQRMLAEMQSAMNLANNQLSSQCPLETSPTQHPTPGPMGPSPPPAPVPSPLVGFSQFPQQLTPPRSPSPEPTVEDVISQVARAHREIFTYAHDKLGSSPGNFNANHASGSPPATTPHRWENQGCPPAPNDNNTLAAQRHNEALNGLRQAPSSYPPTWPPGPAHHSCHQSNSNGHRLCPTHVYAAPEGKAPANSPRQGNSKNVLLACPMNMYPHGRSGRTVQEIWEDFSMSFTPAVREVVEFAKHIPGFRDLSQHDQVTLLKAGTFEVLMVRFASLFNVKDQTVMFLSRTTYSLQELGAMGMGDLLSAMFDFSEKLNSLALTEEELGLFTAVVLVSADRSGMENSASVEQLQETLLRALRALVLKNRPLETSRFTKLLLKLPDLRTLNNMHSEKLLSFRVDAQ
PRMT1 FP inh – PRMT1 (human) inhibition, primary screen | recombinant PRMT1, activity-based probe fluorescence polarization | actives 1.3% (n = 370,000) | inhibition, % at 2.79 µM | AID 652257;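 active = inhibition above about 21% made by adding two undisclosed values, limit read from the data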
Target sequence (Q99873 whole entry, looked up): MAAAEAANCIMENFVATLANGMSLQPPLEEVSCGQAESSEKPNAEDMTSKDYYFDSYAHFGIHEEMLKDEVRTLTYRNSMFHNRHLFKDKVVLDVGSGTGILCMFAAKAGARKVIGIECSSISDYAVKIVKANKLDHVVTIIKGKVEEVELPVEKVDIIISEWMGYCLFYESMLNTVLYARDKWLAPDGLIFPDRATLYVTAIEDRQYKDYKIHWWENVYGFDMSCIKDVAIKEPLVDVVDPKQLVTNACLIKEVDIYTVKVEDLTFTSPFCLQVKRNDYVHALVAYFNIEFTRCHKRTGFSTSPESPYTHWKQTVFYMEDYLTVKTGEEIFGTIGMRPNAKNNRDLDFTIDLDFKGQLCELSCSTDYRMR
MBD2 DNA inh – inhibitors of human MBD2 binding to methylated oligonucleotide. Q9UBB5. TR-FRET. inhibition, % at 4.4 µM. actives 0.31% (n = 370,000). AID 686964; in the data active = inhibition above about 13%
mABHD4 FP – inhibits mouse alpha/beta hydrolase domain 4 | Q8VD66 | purified mABHD4, FP-Rh probe fluorescence polarization | inhibition, % at 8.92 µM | actives 0.54% (n = 370,000) | AID 720543;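 active = inhibition exceeding the mean over every tested compound plus 3 SD, cut at about 30% in these data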;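 also: 0% = plate median of compound wells and 100% = S159A mutant with DMSO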
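Assay system: mouse ABHD4 enzyme, wild type / Also added: fluorescent activity-based probe FP-Rh / Doses: single nominal dose of 8.92 µM, 0.89% DMSO final / Timing: 45 min compound pre-incubation plus 60 min probe step, 25 °C / Signal: FP readout, ex 525 nm / em 598 nm / Control set: S159A mutant/DMSO as 100%, compound-well median as 0%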
PG9 binder – small molecules binding HIV-1 gp120 antibody PG9. TR-FRET gp120-PG9 antibody binding. inhibition, % at 6.7 µM. actives 0.43% (n = 360,000). AID 624416; in the data active = inhibition above about 8.5%
rCAG RNA binder – r(CAG) repeat RNA binding; TO-PRO-1 dye displacement fluorescence; inhibition, % at 3 µM; actives 1.3% (n = 370,000); AID 651821;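 active = inhibition above the plate cutoff, the mean of all test compounds on that plate plus 3 SD, cut at about 35% in these data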;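 also: 0% = DMSO alone and 100% = 100 µM mitoxantrone as full dye displacement; higher means more dye released from RNA so lower well fluorescence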
The depositor's hits bear a star; . = no result given.

SMILES	LEDGF integ inh	TCR-CD3 inh	UHRF1 MBD2 ctr	HTRA1 inh	NR1D1 modulator	PRMT1 FP inh	MBD2 DNA inh	mABHD4 FP	PG9 binder	rCAG RNA binder
O=C(OCc1cn([C@H]2CN(C(=O)C3CCCCC3)[C@@H](c3ccccc3)C[C@@H]2O)nn1)c1ccccc1	-3	1	-3	-11	-3	2	-7	-3	0.9	2
O=C(Cn1c2c(c(=O)n3ncnc13)CCC2)N/N=C/c1cccs1	3	-9	-1	.	2	-3	-3	5	-1.2	-5
Cc1ccc(S(C)(=O)=O)cc1C(=O)Nc1cccc(S(=O)(=O)N2CCCCCC2)c1	-2	-4	0	-9	3	-4	-2	-4	-0.2	4
COC(=O)c1ccc(COC(=O)c2[nH]c(C)c(C(C)=O)c2C)o1	-4	-3	1	-6	-5	1	0	2	-1.6	-1
Cc1ccccc1[C@@H]1C(C#N)=C(N)S[C@H]1C(=O)c1ccccc1	-2	1	-1	-34	2	5	1	-13	-3.1	3
CCC(=O)Nc1ccc(N2CCOCC2)c(S(=O)(=O)Nc2ccc(Cl)cc2)c1	2	1	45*	-10	1	14	-2	3	-2.4	5
O=C(Nc1ccnn1C1CCN(C2CCOCC2)CC1)c1cccc(F)c1	0	0	-2	-2	1	0	2	3	0.4	1
COc1ccc(NC(=O)CCCN2C(=O)CN(C)C2=O)cc1Cl	1	-1	2	9	2	3	5	5	0.7	-1
CNC(=O)COc1coc(CN2CCN(c3cccc(Cl)c3)CC2)cc1=O	6	3	9	1	-3	0	5	1	-0.2	0
Cn1c(COc2ccccc2)nnc1SCCN1CCOCC1	0	-4	1	4	1	-2	-1	10	-1.1	-3
O=C(Nc1ccccc1C(F)(F)F)N1CCN(C(c2ccccc2)c2ccccc2)CC1	-4	1	0	-5	6	1	8	-8	1.4	-2
Cc1ccc(OCC(=O)Nc2cccc(O)c2)cc1C	-2	2	1	-11	-5	-1	4	8	-0.5	2
C=CCCC(=O)NC1CC(C)(C)Cc2c1cnn2-c1ccc(OC)cc1 (configuration not stated)	2	12	-4	-3	3	-3	-9	5	0.3	-4
Cc1ccc(C)c(Oc2cc(NC(=O)CCCn3nc(C)c([N+](=O)[O-])c3C)cc([N+](=O)[O-])c2)c1	-2	-2	0	-59	9	1	0	-5	0.0	12
CCC1CCCCN1CCCNC(=O)CN1C(=O)c2cccnc2Oc2ccc(C)cc21 (configuration not stated)	0	8	0	10	-1	1	1	5	-0.8	0
CN1CCC(=NNC(=O)c2cc(-c3ccc(Cl)cc3)n[nH]2)CC1	-4	-4	-3	-9	-1	0	-1	2	-0.8	7
O=C(C1CCN(S(=O)(=O)c2ccc(Cl)cc2)CC1)N1CCOCC1	-2	2	-2	7	-2	2	-1	5	-0.7	-1
CCc1cc(=O)oc2cc3occ(-c4ccc(OC)c(F)c4)c3cc12	-3	-8	5	-17	-10	4	4	3	-1.4	3
CCCCNS(=O)(=O)c1ccc2nc(SCC(=O)c3ccccc3OC)[nH]c2c1	5	3	-3	-28	2	1	-3	-24	-2.8	5
Cc1c(NS(=O)(=O)c2cccc(C(=O)O)c2)c(=O)n(-c2ccccc2)n1C	-3	-3	1	6	5	2	4	7	-1.1	-1

3 entries already listed, arranged by number of heavy atoms, highest first.
SMILES	LEDGF integ inh	TCR-CD3 inh	UHRF1 MBD2 ctr	HTRA1 inh	NR1D1 modulator	PRMT1 FP inh	MBD2 DNA inh	mABHD4 FP	PG9 binder	rCAG RNA binder
CCC1CCCCN1CCCNC(=O)CN1C(=O)c2cccnc2Oc2ccc(C)cc21 (configuration not stated)	0	8	0	10	-1	1	1	5	-0.8	0
CCCCNS(=O)(=O)c1ccc2nc(SCC(=O)c3ccccc3OC)[nH]c2c1	5	3	-3	-28	2	1	-3	-24	-2.8	5
Cc1ccc(OCC(=O)Nc2cccc(O)c2)cc1C	-2	2	1	-11	-5	-1	4	8	-0.5	2

More results:
SMILES	LEDGF integ inh	TCR-CD3 inh	UHRF1 MBD2 ctr	HTRA1 inh	NR1D1 modulator	PRMT1 FP inh	MBD2 DNA inh	mABHD4 FP	PG9 binder	rCAG RNA binder
CCN(C(=O)CN1CCN(c2cccc(C(F)(F)F)c2)CC1)c1c(N)n(Cc2ccccc2)c(=O)[nH]c1=O	-5	-1	6	-1	1	8	9	-7	0.2	-7
O=[N+]([O-])c1ccc(C(O)C23CN4CN(CN(C4)C2)C3)cc1 (configuration not stated)	-1	-3	-1	2	.	4	2	-1	-0.6	-1
O=C(NC12CC3CC(CC(C3)C1)C2)c1c(Cl)cccc1Cl	-10	-2	2	2	1	2	-2	2	-0.3	0
CCCN1CCN(CC(=O)NCC(=O)Nc2cccc(C)c2C)CC1	-6	3	0	0	0	-2	2	1	-1.0	-3
O=C(C1CCC(Cn2c(=S)[nH]c3ccccc3c2=O)CC1)N1CCN(c2ccccn2)CC1 (configuration not stated)	-3	-1	1	-2	1	4	1	-5	-1.4	-1
COC(=O)C1CN(C(=O)COc2ccc(C)c(C)c2)c2ccccc2O1 (configuration not stated)	1	5	1	-6	4	2	6	1	0.6	-9
Nc1nc(CSc2nnc(-c3cccc(F)c3)n2-c2ccccc2)nc(N2CCOCC2)n1	-1	-7	1	-1	-3	6	4	9	0.1	-2
COc1ccc(NC(=O)CSc2nnc(-c3cccs3)o2)cc1Cl	-4	.	-1	.	0	2	0	-3	.	4
CC1CCC2CCCCC2N1C(=O)c1cc([N+](=O)[O-])cc([N+](=O)[O-])c1 (configuration not stated)	-1	4	-2	5	-1	0	0	4	-0.6	0
O=C(O)CSc1nnc(-c2ccccc2O)n1Cc1ccccc1	4	-2	7	10	2	5	5	-8	3.0	1
O=[N+]([O-])c1ccc(N2CCCCC2)cn1	5	-6	-2	3	-1	1	-4	-4	-3.1	0
COc1ccc(CCC[C@@H](CCC(=O)N(c2ccccc2)c2ccccc2)CCc2ccccc2)cc1	-1	.	0	.	-5	-2	-2	-5	.	8
COc1ccc(OC)c(NC(=O)CCn2ccnc2)c1	-2	6	-1	9	-5	-4	-4	-1	-2.4	2
COc1c(Br)cc(Br)cc1/C=C1/C(=O)N=C(N)N1C	-1	6	0	-2	-2	0	5	-6	-3.0	0
CCN(CCCNC(=O)C1CCN(C(=O)c2cc3sccc3n2C)CC1)Cc1ccccc1	2	2	1	0	-5	-4	-2	-2	0.7	-7
CCc1ccc(-c2cn(-c3nc(C)cc(C)n3)c(=N)o2)cc1	0	4	-2	-19	-5	-1	-2	0	0.6	-4
COc1ccc2oc(=N)c(C(=O)NCc3ccccc3)cc2c1	-5	-2	-1	9	-3	2	1	1	3.4	4
CCCn1c(NCc2ccc3c(c2)OCO3)nc2ccccc21	0	5	3	5	3	-3	4	-2	1.2	-5
Cc1ccccc1Cn1nnc(C(=O)Nc2ccc3c(c2)OCCO3)c1N	-1	2	0	-7	4	4	-1	-5	1.3	-3
Cc1ccc(N(C)S(=O)(=O)c2ccc3[nH]cc(C(=O)NCCCN4CCOCC4)c(=O)c3c2)cc1C	1	3	0	-5	-4	-3	-6	0	-1.3	2
CCO[C@@H]1OC(C(=O)NCc2nc3ccccc3[nH]2)=C[C@H](C2CCCCC2)[C@H]1CCCO	-2	-3	-1	-15	-3	0	2	1	-0.1	-3
CN(C)CCCN(Cc1ccccc1)C(=S)Nc1cccc(C(F)(F)F)c1	0	5	-1	5	-1	-2	-10	-2	0.2	-7
O=C(/C=C/c1ccccc1)Oc1ccc(C(=S)N2CCOCC2)cc1	2	10	28*	1	-2	-1	12	2	0.8	-6
CC(=O)N1CCc2[nH]c3ccc(C)cc3c2C1	-2	0	-4	-10	8	7	0	-1	-0.4	0
COc1ccc(/C=C(/NC(=O)c2ccco2)C(=O)N2CCOCC2)cc1	1	4	2	3	-4	-3	0	-1	-0.4	-1
CCOc1ccc(NC(=O)CN(C)C(=O)c2ccc(OCc3ccccc3)c(OC)c2)cc1OCC	3	2	0	-5	4	-1	-3	-5	2.5	-4
COc1ccc(OCC(=O)Nc2c(Cl)ccc3nsnc23)cc1	1	6	-3	-4	4	-3	0	2	0.1	6
COc1ccc(C(=O)N2CCC2(C)C(=O)NC(C)C)cc1 (configuration not stated)	5	2	-1	.	0	-3	-1	0	-1.6	0
O=C(NCCN1CCOCC1)C(=O)NCC1OCCN1S(=O)(=O)c1ccc(F)cc1 (configuration not stated)	-2	-6	-1	4	6	3	4	-4	-1.7	5
Cc1ccc(CN2CCN(c3ncccn3)CC2)o1	-3	-4	-3	-5	2	-3	-1	1	-1.8	-4
COc1ccc(CCNS(=O)(=O)c2cn(C)c(=O)n(C)c2=O)cc1	-2	-15	3	1	1	0	3	4	-1.0	2
CNC[C@H]1OCc2ccccc2-c2ccccc2C(=O)N([C@H](C)CO)C[C@H]1C	6	1	1	2	11	-2	-8	5	-0.5	3
Cc1cccc(NC(=O)c2ccc(NCCO)c([N+](=O)[O-])c2)n1	-1	6	-10	0	-1	-2	-4	-2	-1.8	-2
O=c1[nH]c(C2CCN(S(=O)(=O)c3ccc4c(c3)OCCO4)CC2)nc2c1nnn2Cc1ccccc1	0	1	-2	-38	-7	0	-3	-7	-0.1	9
O=C(Nc1ccccc1)N1CCN(c2ccccn2)CC1	-2	4	-1	-2	-5	0	3	0	-0.4	0
O=[N+]([O-])c1ccc(S(=O)(=O)N/N=C/c2ccsc2)cc1	-1	-4	-2	2	-3	1	0	3	-2.4	3
COc1ccc(O)c(/C=N/N2CCOCC2)c1	-5	-5	2	2	1	4	0	5	1.8	9
c1ccc(C2(Cn3ccc4ccccc43)OCCO2)cc1	-1	6	-2	2	2	0	-2	-12	-2.2	-3
CC(C)NC[C@@H](O)COc1ccc(CC(N)=O)cc1	4	-1	0	0	7	0	-1	-6	-2.0	3
Cc1ccc2cc(C)c(SCC(=O)Nc3cc(C)on3)nc2c1	1	2	0	-8	11	-4	-1	-6	5.5	0
Cc1cc(C)nc(NC(=O)NS(=O)(=O)N2CCCCCC2)n1	1	5	-1	11	1	-1	-3	7	0.2	4
Cc1cc(C)c(C(=O)Nc2ccc3c(c2)OCCO3)c(C)c1	5	4	-2	-3	-3	-1	0	-5	-0.9	4
CC12CCC(C(=O)N/N=C/c3ccc(O)cc3O)(OC1=O)C2(C)C (configuration not stated)	3	-5	4	11	-2	-9	-6	-10	-2.4	4
O=C(O)C1(c2ccccc2)CCN(S(=O)(=O)c2cccs2)CC1	-1	8	-1	5	-3	-2	-3	-4	-1.3	1
COc1ccc(-c2nc(SCc3ccccc3)n(C(=O)c3ccco3)n2)cc1	0	-1	0	-3	1	2	0	0	2.0	0
COc1ccc2nc(N3CCCC(C(=O)NCCc4ccc(OC)c(OC)c4)C3)sc2c1 (configuration not stated)	1	-2	-3	3	2	-2	1	-7	-2.9	-2
Cc1ccccc1NC(=O)C(C)OC(=O)CCC(=O)c1ccccc1 (configuration not stated)	-2	3	-1	4	-3	0	-6	-2	-0.3	2
COC(=O)[C@@H](C)NC(=O)c1ccc2oc(CCc3ccccc3)nc2c1	0	-1	-2	7	-2	-1	0	-5	0.0	-7
O=C(O)Cn1c(=O)c2c(c3ccccc31)CCC2	-2	-5	1	1	-3	3	0	-5	0.3	-1
COc1ccc(C(=O)CCN2CCC(C)CC2)cc1	4	3	-1	-2	-1	9	0	0	-3.2	-1

Not all compounds are listed (hit frequency here may not be typical).
